# Runt-CBFb FRET: blocks binding of human RUNX1 Runt domain to CBFb; Cerulean-Runt/Venus-CBFb FRET ratio 530/480, 1 h; inhibition, % at 20 µM; 220,000 tested, 0.46% active; AID 1496;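 active = inhibition over about 50% at 20 µM in the single-dose screen, limit read from the data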;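 also: 0% = DMSO wells and 100% = excess unlabeled CBFb competitor control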
#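 Reagent – Venus-CBFb binding partner, 100 nM · Assay system – Cerulean-tagged RUNX1 Runt domain (FRET donor) fusion protein · Input – 100 nM per protein · Incubation – two 1 h room-temperature incubations shielded from light · Measured by – FRET fluorescence · Medium – Tris buffer pH 7.5 with salts and BSA · Benchmarks – unlabeled CBFb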
# PGE2 EP2 inh: inhibitors of human EP2 prostaglandin E2 receptor; P43116; C6 glioma cells expressing human EP2, cAMP TR-FRET; cells stimulated with saturating PGE2; inhibition, % at 25 µM; 260,000 tested, 0.52% active;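 active = percent inhibition above 40 after rounding to a whole number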;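 also: rat C6 glioma host cells with rolipram phosphodiesterase inhibitor present; the protocol text gives 20 µM as final concentration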
# Target sequence (P43116 whole entry, looked up): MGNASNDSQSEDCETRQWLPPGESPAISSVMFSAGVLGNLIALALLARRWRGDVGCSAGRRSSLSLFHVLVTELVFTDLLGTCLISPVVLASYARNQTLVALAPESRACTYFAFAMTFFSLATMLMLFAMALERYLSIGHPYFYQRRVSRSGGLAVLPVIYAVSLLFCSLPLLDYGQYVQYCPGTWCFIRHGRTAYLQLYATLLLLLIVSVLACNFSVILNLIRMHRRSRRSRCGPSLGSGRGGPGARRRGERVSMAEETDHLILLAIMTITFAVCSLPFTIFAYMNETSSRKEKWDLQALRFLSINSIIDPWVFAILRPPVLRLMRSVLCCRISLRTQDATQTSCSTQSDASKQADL
# TNF necrop inh: TNF-alpha cell death inhibition in Jurkat FADD-/- cells | 220,000 tested, 0.068% active | Jurkat FADD-/- TNF necroptosis rescue, ATP luminescence, 24 h; 0 = TNF only, 100 = no-TNF cells | activation (protection from cell death), % at 10 µM | AID 463075;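 active = activation, meaning protection from cell death, of at least 50% relative to plate controls; inactive = activation below 50%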;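 also: necroptosis triggered by 40 ng/mL TNF-alpha added together with compound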
# RBBP9 inhibitor: human RBBP9 hydrolase inhibition | inhibition, % at 7.94 µM | recombinant RBBP9, FP-Rh probe fluorescence polarization | 220,000 tested, 0.2% active;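 active = inhibition above the campaign mean of all tested compounds plus 3 SD, cut at about 14% in these data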;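 also: plate controls were DMSO wells with RBBP9 for no effect and wells lacking RBBP9 protein for full effect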
# Target sequence (O75884 whole entry, looked up): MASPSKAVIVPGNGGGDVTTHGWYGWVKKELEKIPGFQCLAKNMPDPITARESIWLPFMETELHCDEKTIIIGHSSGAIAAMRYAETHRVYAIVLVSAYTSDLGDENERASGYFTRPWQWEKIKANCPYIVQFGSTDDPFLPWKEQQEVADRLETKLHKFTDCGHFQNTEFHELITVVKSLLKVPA
#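 system = RBBP9 protein | input = RBBP9 at 2.5 µM in dispensed solution, before mixing | measured by = fluorescence polarization (mP), excitation 525 nm, emission 598 nm | incubation = enzyme-compound preincubation 30 min, then probe labeling 45 min, 25 °C | buffer or medium = Tris-NaCl-Pluronic buffer, pH 8.0 | compound = single dose 7.94 µM | also added = FP-Rh probe, 375 nM dispensing solution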
# Runt-SMMHC FRET: Runt domain-CBFb-SMMHC interaction inhibition; Q01196+Q13951; Cerulean-Runt/Venus-CBFb-SMMHC FRET ratio 530/480, 1 h; inhibition, % at 20 µM; 220,000 tested, 0.74% active;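 active = mean inhibition across duplicate retests at 20 µM reaching about 50%, limit read from the data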;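 also: 0% = DMSO wells and 100% = wells with excess untagged CBFb-SMMHC; inhibitors lower the FRET ratio by blocking Runt binding to CBFb-SMMHC; some results filed as inactive read as strong as hits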
# Hck Nef HTS: human Hck-Nef kinase inhibition. Recombinant Hck-YEEI plus Nef, Z-Lyte FRET kinase assay. P08631. 220,000 tested, 0.68% active. inhibition, % at 20 µM;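 active = Hck-Nef kinase inhibition above about 50%, limit read from the data; inactive = inhibition below that limit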;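 also: 0% = DMSO with Hck plus Nef and 100% = Hck alone without Nef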
# EP2 modulator: EP2 receptor (human) modulation. P43116. EP2-expressing cells, cAMP HTRF FRET, PGE2 co-stimulation. induction, % at 25 µM. 260,000 tested, 0.83% active. AID 940;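 active = compounds whose cAMP rise, as percent of the full-agonist control response, exceeds 60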;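 also: rat C6 glioma line stably carrying human EP2 under a CMV promoter; the protocol text gives 20 µM as final concentration; 100% = response of wells given 1 µM PGE2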
# L929 necroptosis: L929 zVAD cell death inhibition | L929 zVAD necroptosis rescue, ATP luminescence, 24 h; with zVAD 60 µM | viability rescue, % at 10 µM | 220,000 tested, 0.38% active;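 active = activation, scaled between plate controls, above about 75%, limit read from the data; inactive = activation under that limit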;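 also: 0% = zVAD with DMSO and 100% = DMSO alone without zVAD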
# PERK inh: inhibitors of human PERK kinase | 220,000 tested, 0.17% active | Q9NZJ5 | CHO PERK-DD fusion, SEAP luminescence translation reporter | inhibition, % at 5.6 µM;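 active = inhibition above the mean inhibition of all tested compounds plus 3 SD, set separately per screening campaign, cut at about 2.9% in these data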;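 also: PERK kinase domain activated by AP20187 dimerizer at 100 nM; 0% = DMSO with dimerizer and 100% = rapamycin at 8.4 µM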
# * hit, by the source's call; / = not tested or not shown; & = joins results of further samples.
SMILES,Runt-CBFb FRET,PGE2 EP2 inh,TNF necrop inh,RBBP9 inhibitor,Runt-SMMHC FRET,Hck Nef HTS,EP2 modulator,L929 necroptosis,PERK inh
Clc1cccc(Cl)c1NC1=NCCN1,0.3,11.1&15.2,/,5.1,-8.2,/,5.7,/,1.1
O=C(C1CCN(S(=O)(=O)c2ccc(Br)s2)CC1)N1CCN(C2CCCCC2)CC1,-2.7,3.8,-2.1,-2.9,-1.6,18.8,-21.0,-1.6,0.1
Cc1cc(=O)[nH]c(NN=C2C3CC4CC(C3)CC2C4)n1,1.6,16.0,-0.3,-6.3,-0.1,-2.0,2.0,0.7,0.5
COc1ccc(-c2cn(/N=C/c3ccc(Cl)cc3Cl)c(N)n2)cc1,2.2,21.1,-0.1,-9.2,-1.0,4.1,-23.5,0.2,0.0
COC(=O)[C@@H]1C[C@H]2CC[C@H](O)C[C@H]2N1Cc1ccc(C)s1,1.7,7.3,1.5,/,4.0,26.4,23.5,0.4,/
COC(=O)CCCC[C@@H]1SC[C@@H](NC(=O)OC)[C@@H]1NC(=O)OC,1.6,11.8,-1.0,-6.7,1.7,5.9,13.2,0.5,0.3
Cc1noc(C)c1S(=O)(=O)N1CCC(C(=O)N2CCN(Cc3ccc4c(c3)OCO4)CC2)CC1,1.6,/,0.4,-5.2,-1.2,-2.0,10.0,1.2,0.3
Cc1ccccc1-c1nc(CN2CCCC2c2ccc(F)cc2)c(C)o1 (stereo not drawn),-1.7,3.1,1.2,-7.9,-2.2,0.0,23.2,0.0,-0.1
COc1cc(C(=O)Nc2cc(C(F)(F)F)ccc2N2CCOCC2)ccc1O,-1.1,5.7,1.2,7.2,4.9,1.7,0.0,1.3,-1.0
O=C(CN1C2CCCC1CC(NC(=O)c1ccco1)C2)Nc1ccccc1C(F)(F)F (stereo not drawn),-8.3,5.0&13.1,-1.5,-0.9,2.5,6.1,-20.4&-16.4,-0.1,0.3
Cc1cc(C)n(Cc2ccc(NC(=O)c3nn(C)cc3[N+](=O)[O-])cc2)n1,0.0,4.1,-4.1,0.9,-3.9,9.3,4.5,-0.7,-0.7
CC(=O)NCCN1C(=O)S/C(=C\c2cccs2)C1=O,2.4,8.2,0.0,-9.1,2.0,-3.5,-4.1,-0.4,0.3
O=C(NC1CCCCCC1)C1CCN(C(=O)Cc2ccccc2)CC1,-0.5,8.8,0.4,-9.6,3.4,0.3,6.7,0.2,0.0
CNS(=O)(=O)c1ccc(Oc2ccc(S(=O)(=O)NC)cc2)cc1,0.0,14.8,-1.8,-6.4,3.4,0.5,-8.3,0.6,0.3
Cc1ccc(-n2ncc(C#N)c2N)cc1,2.1,9.8,0.9,-6.5,-2.7,18.1,24.1,0.4,0.4
O=C(N/N=C/c1ccncc1)c1cccc(NC(=O)c2ccc(Cl)cc2)c1,17.0,6.1,1.4,-5.4,-3.4,5.3,1.1,2.3,-0.4
O=C(/C=C/c1ccc(F)cc1)Nc1nc2ccccc2[nH]1,0.5,5.5,1.1,0.1,0.4,0.2,3.5,1.8,0.6
Fc1ccc(-n2cc(CNCCc3ccccn3)c(-c3ccccc3Cl)n2)cc1,-1.3,2.7,3.3,-0.3,0.3,5.6,-31.5,-0.2,1.4
C=CCN(Cc1cn(C)nc1-c1cccc(Cl)c1)C1CCS(=O)(=O)C1 (stereo not drawn),-1.0,8.8,0.6,-7.4,0.2,0.6,17.0,0.9,1.7
CCOC1(OCC)C(c2ccc(Cl)cc2)C(C#N)(C#N)C1(OCC)OCC (stereo not drawn),-1.7,/,-4.4,-3.8,-5.3,0.4,32.8,0.0,0.2
Cn1cc(CN2CCCC(CO)C2)c(-c2ccc(Oc3ccccc3)cc2)n1 (stereo not drawn),0.0,5.7,4.1,-3.3,3.2,17.8,-7.4,0.4,-0.2
COc1ccccc1-c1cn[nH]c1-c1ccc(OCc2ccc([N+](=O)[O-])cc2)cc1O,-3.9,2.8,3.4,-3.2,-7.0,26.9,-21.0,0.9,0.5
CCC(C)(C(=O)Nc1c(C)cccc1C)N(C)C(=O)c1ccc2ccccc2n1 (stereo not drawn),-0.2,8.4,1.0,1.6,2.4,21.3,25.8,-0.2,-0.7
O=C1CC(c2cccc(Cl)c2)C(n2cncn2)C(=O)C1C1NCCc2ccccc21 (stereo not drawn),4.1,15.3,0.2,-4.4,-0.5,1.3,-7.9,0.2,1.4
CSc1nc(C)cc(Oc2ccccc2)n1,1.3,7.8,-1.0,-2.9,2.8,-3.0,14.3,0.8,0.2
O=C(NCc1ccccn1)C1CCN(S(=O)(=O)c2cccs2)CC1,0.3,7.2,0.9,-7.8,3.5,0.4,12.1,0.0,1.0
Cc1cc2n(c(=O)c1C#N)CCCN2c1cccc(Cl)c1,-1.9,5.6,0.3,-6.7,-1.2,16.5,-53.9,-1.3,-0.5
CC(=O)C1=C(O)C(=O)N(c2ccc(S(N)(=O)=O)cc2)C1c1ccccc1F (stereo not drawn),0.2,15.3,-0.6,-7.2,29.7,2.0,-10.1,1.0,-0.6

# Structural class, the entries above containing four or more nitrogen atoms
SMILES,Runt-CBFb FRET,PGE2 EP2 inh,TNF necrop inh,RBBP9 inhibitor,Runt-SMMHC FRET,Hck Nef HTS,EP2 modulator,L929 necroptosis,PERK inh
Cc1cc(=O)[nH]c(NN=C2C3CC4CC(C3)CC2C4)n1,1.6,16.0,-0.3,-6.3,-0.1,-2.0,2.0,0.7,0.5
COc1ccc(-c2cn(/N=C/c3ccc(Cl)cc3Cl)c(N)n2)cc1,2.2,21.1,-0.1,-9.2,-1.0,4.1,-23.5,0.2,0.0
Cc1noc(C)c1S(=O)(=O)N1CCC(C(=O)N2CCN(Cc3ccc4c(c3)OCO4)CC2)CC1,1.6,/,0.4,-5.2,-1.2,-2.0,10.0,1.2,0.3
Cc1cc(C)n(Cc2ccc(NC(=O)c3nn(C)cc3[N+](=O)[O-])cc2)n1,0.0,4.1,-4.1,0.9,-3.9,9.3,4.5,-0.7,-0.7
Cc1ccc(-n2ncc(C#N)c2N)cc1,2.1,9.8,0.9,-6.5,-2.7,18.1,24.1,0.4,0.4
O=C(N/N=C/c1ccncc1)c1cccc(NC(=O)c2ccc(Cl)cc2)c1,17.0,6.1,1.4,-5.4,-3.4,5.3,1.1,2.3,-0.4
Fc1ccc(-n2cc(CNCCc3ccccn3)c(-c3ccccc3Cl)n2)cc1,-1.3,2.7,3.3,-0.3,0.3,5.6,-31.5,-0.2,1.4
O=C1CC(c2cccc(Cl)c2)C(n2cncn2)C(=O)C1C1NCCc2ccccc21 (stereo not drawn),4.1,15.3,0.2,-4.4,-0.5,1.3,-7.9,0.2,1.4

# Some of the compounds tested; count on the stated rates, not on these rows.
